Rin1 Abl inh = human Rin1-Abl interaction inhibition. TR-FRET Rin1/Abl binding, biochemical. 0.4% of 360,000 active. AID 588664. inhibition, % at 7.35 µM; in the data active = inhibition above about 5%, passing the limit was not always enough
SKN-1 inh = blocks SKN-1 activity in C. elegans; C. elegans VP596 Pgst-4::GFP/RFP ratio, acrylamide-induced, 24 h; AID 624304; inhibition, % at 21.8 µM; 0.49% of 360,000 active;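 active = interference check ratio from 0.5 to 1.5 plus GFP to RFP signal ratio inhibition reaching or exceeding a fixed threshold, cut at about 30% in these data, passing the limit was not always enough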; also: some compounds called inactive have numbers as strong as hits
MLLE-PAM2 inh = inhibitors of microRNA-mediated deadenylation, human PABP1 MLLE binding | P11940 | GST-MLLE / FITC-PAM2 fluorescence polarization | inhibition, % at 20 µM | 0.36% of 360,000 active | AID 588489; in the data active = inhibition above about 35%, passing the limit was not always enough;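 also: plate controls were DMSO wells with GST-MLLE for no effect and wells lacking GST-MLLE protein for full effect; some results filed as inactive read as strong as hits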
FAS-TE inh = blocks the thioesterase domain of human fatty acid synthase; P49327; recombinant FAS-TE, OMFH fluorogenic substrate, fluorescence endpoint; inhibition, % at 15 µM; 0.67% of 360,000 active; AID 602261;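 active = compounds whose normalised, plate-corrected inhibition of enzyme fluorescence in the single-dose primary screen is 50% or more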;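 also: 0% = DMSO with enzyme and 100% = substrate without enzyme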
Rpn11 block = Rpn11 (human) deubiquitinase inhibition | O00487 | calls only at 20 µM | human 26S proteasome, Ub4-pepOG fluorescence polarization; 20S core pre-blocked with epoxomicin | 0.59% of 360,000 active | AID 588493;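 active = inhibition at 20 µM, scaled to each plate's controls, above about 33%, limit read from the data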
NadD block = NadD (S. aureus) enzyme inhibition; purified NadD enzyme, colorimetric absorbance read-out; inhibition, % at 20 µM; 0.78% of 360,000 active; AID 602399; in the data active = inhibition above about 26%; also: some compounds past the cut are filed as inactive
Neddyl block = blocks human cullin neddylation; P61081+Q13564; TR-FRET cullin neddylation, biochemical; calls only at 25 µM; 0.58% of 360,000 active; in the data active = inhibition above about 36%
CSN deneddyl inh = blocks human CSN-mediated cullin deneddylation; AID 651999; 0.38% of 360,000 active; Purified CSN, SCF-Nedd8-OG deneddylation, fluorescence polarization; inhibition, % at 12.5 µM;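 active = pattern-corrected inhibition above about 35%, with an unprinted fluorescence ratio check between 0.5 and 1.5, limit read from the data, passing the limit was not always enough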;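 also: 0% = enzyme with substrate and 100% = substrate without enzyme; some results filed as inactive read as strong as hits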
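Test system: purified human Csn5 enzyme expressed in HEK293T cells. Amount: 0.24 nM enzyme. Reagent: SCFSkp2-Nedd8OG substrate at 10 nM final. Schedule: 90 min incubation of compound, enzyme and substrate at room temperature. Detection: fluorescence polarization. Read-out: % inhibition of substrate cleavage by Csn5.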
MT1-MMP act inh = MT1-MMP (human) activation inhibition; AID 651647; 0.061% of 360,000 active; P50281; GFP/RFP ratio change, % at 20 µM; HT1080 RFP-PRO-GFP cells, GFP/RFP ratio fluorescence, overnight; percent of plate control window, DMSO zero;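 active = GFP/RFP ratio change of at least 30% with cell ATP level not reduced by more than half and red fluorescence within 50% of control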; also: strong numbers were not always called active
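system = RFP-PRO-GFP reporter HT1080 cells | dosing = 20 µM single dose, 1% DMSO | timing = overnight cell settling, then overnight compound exposure, 37 °C, 5% CO2 | read-out basis = GFP/RFP fluorescence ratio | controls = DMSO and RFP-L50D-GFP cell wells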
Starred values were filed as active, the others as inactive; i = inactive; · = not tested or not shown.

SMILES,Rin1 Abl inh,SKN-1 inh,MLLE-PAM2 inh,FAS-TE inh,Rpn11 block,NadD block,Neddyl block,CSN deneddyl inh,MT1-MMP act inh
NC(=O)c1oc2ccccc2c1NC(=O)c1ccco1,-1.6,3.9,1.1,0.2,i,1.4,i,6.8,3.4
Cn1c(=O)[nH]c(=O)c2c1nc(CN1CCN(Cc3ccccc3)CC1)n2CC(N)=O,0.8,3.5,6.0,-3.3,i,3.7,i,2.3,-2.2
Cc1c(Cl)cccc1NC(=O)NNC(=O)CCc1ccccc1,-1.2,9.2,-3.0,-0.6,i,-1.9,i,-1.0,-0.7
COc1ccc(-c2c(C#N)c(N)nc(Sc3ccc(Cl)cc3)c2C#N)cc1,1.1,-1.0,6.5,-2.1,i,9.0,i,2.5,-3.0
COc1ccc(C(=O)CC(=O)C(=O)Nc2ccc([N+](=O)[O-])cc2C)cc1,5.7,-3.3,13.3,6.3,i,-3.6,i,0.3,0.3
COc1c(F)cccc1C1=CC(=O)C[C@H](c2ccc(F)cc2)C1,-0.2,1.3,-2.8,19.7,i,-5.2,i,1.6,0.6
COc1ccccc1NC(=O)CCNS(=O)(=O)c1ccc2c(c1)CCN2C(C)=O,-1.0,0.2,10.3,-5.9,i,-3.6,i,-2.2,5.2
COc1cccc(NC(=O)C(=O)NCCC2CCCCN2S(=O)(=O)c2cccs2)c1 (configuration not stated),-2.4,-6.5,3.3,20.5,i,-23.3,i,-2.3,-1.5
C=CCNc1nc(Nc2ccc(-c3nc4ccccc4o3)cc2)nc(N2CCOCC2)n1,3.6,19.6,-2.7,24.0,i,3.9,·,-1.7,3.0
O=C(NNC(=S)NC(=O)c1ccccc1[N+](=O)[O-])c1ccccc1,1.2,18.2,11.2,-5.6,i,4.9,i,2.0,3.1
Cc1ccc2c(Cl)c(C(=O)Nc3nn[nH]n3)sc2c1,5.3,2.9,-15.5,-2.3,i,11.1,i,1.6,4.1
COc1cccc(C2=CC(c3ccc(OC)c(OC)c3OC)n3nnnc3N2)c1 (configuration not stated),-0.4,7.7,-10.5,5.2,i,14.2,i,-2.9,0.8
Cn1ccc2c(/C=C/c3ccc(F)cc3)cc3c(c21)C1CCC3O1 (configuration not stated),-1.9,22.1,-10.5,18.3,i,-5.5,·,1.0,-0.3
c1nc(N2CCCC2)c2[nH]cnc2n1,-1.9,10.4,-4.2,-6.2,i,0.6,i,1.1,-6.1
COc1ccc(CNC(C)(C)C)cc1Cl,1.9,2.2,-3.5,-5.9,i,-3.0,i,-4.8,1.3
O=C(NC1CC(=O)N(c2ccc3c(c2)OCCO3)C1)N1CCC(O)CC1 (configuration not stated),2.5,21.6,-5.4,-7.3,i,-2.7,i,-2.5,2.5
COc1ccc(/C=N/NC(=S)Nc2ccccc2)cc1COc1ccc(Br)cc1,-3.3,15.4,13.0,16.1,i,24.8,i,3.7,7.5
CC(=O)c1ccc(C(=O)Nc2ccc(N3CCOCC3)cc2)cc1,0.7,-6.0,17.6,-3.9,i,-1.3,i,0.6,9.2
CCc1ccc(OC(C)C(=O)Nc2ccc(S(=O)(=O)Nc3nccs3)cc2)cc1 (configuration not stated),-1.7,-2.4,5.7,1.7,i,-6.0,i,2.3,-2.3
COC(=O)c1ccccc1S(=O)(=O)N1CCCC(c2nc3c(nnn3Cc3ccc(C)cc3)c(=O)[nH]2)C1 (configuration not stated),1.1,14.8,16.6,6.7,i,1.5,i,4.0,1.0
N=c1c2c3c(sc2ncn1N)CCCC3,1.3,2.4,1.9,-3.7,i,-2.7,i,2.7,-8.6
Cc1cc(Nc2cccc(Cl)c2)c2ccccc2n1,-2.4,-0.8,8.6,-3.5,i,-4.5,i,-0.7,0.6
CNC(=O)c1c[nH]n2c(=O)c(Cc3ccccc3F)c(C)nc12,-1.9,-0.4,11.5,-8.4,i,3.5,i,3.2,5.4
CCN(Cc1ccccc1)C(=O)c1nn(-c2ccc(OC)cc2)c(=O)c2c1c1ccccc1n2C,-0.7,-2.7,9.0,47.5,i,-0.6,i,-4.5,-0.7
Cc1ccc(N2C(=O)[C@@H]3[C@H](C2=O)C2c4ccccc4C=NN2[C@@H]3C(=O)c2ccc(Cl)cc2)cc1 (some centres not stated),-1.0,7.5,-8.0,82.3*,i,12.0,i,1.1,-10.8
COCCN(C(=O)c1csnn1)C(C(=O)NC1CCCC1)c1ccc(C)cc1 (configuration not stated),0.5,13.1,12.6,0.4,i,0.7,i,-0.9,-2.1
CSC(=O)NC(=O)NC(=O)c1ccc([N+](=O)[O-])cc1,0.6,11.0,-4.0,1.9,i,-1.3,i,1.7,-4.6
COc1ccc(OC)c(NC(=O)C23CCC(C)(C(=O)O2)C3(C)C)c1 (configuration not stated),-1.7,3.6,10.8,-1.2,i,-4.7,i,0.9,-0.8
Cc1cc(NC(=O)CSC2=NS(=O)(=O)c3cc(Cl)ccc3N2)no1,2.5,-12.1,0.6,-8.3,i,0.5,i,3.9,-2.0
CCS(=O)(=O)c1ccc2c(c1)N(S(C)(=O)=O)CC(C(=O)NCCOC)O2 (configuration not stated),1.6,-12.2,3.9,-3.7,i,-6.5,i,-2.0,5.8
CCOc1ccccc1CNC(=O)c1cc2oc3ccccc3c2n1C,1.1,16.6,-3.0,23.5,i,-8.2,·,-2.6,1.3
COc1ccc(NC(=O)CCC(=O)c2cc(C)sc2C)cc1,1.9,2.9,16.2,0.8,i,-2.2,i,-5.0,-1.1
CCOCCc1nnc(NC(=O)c2cccs2)s1,-0.3,-26.2,6.7,-9.5,i,-5.7,i,5.8,-10.8
CC(=O)NNC(=O)CCn1nnc2ccccc21,-1.6,8.1,2.2,-5.9,i,-1.5,i,0.4,-1.0
CC(C)C(=O)Nc1ccc2c(c1)nc(CCN1CCN(C)CC1)n2C,-1.6,11.1,-7.4,-9.0,i,6.0,i,4.4,2.3
COc1ccccc1CNS(=O)(=O)N(C)C,6.0,10.1,-9.1,-3.6,i,-4.1,i,12.7,1.3
CNCC(C)COc1ccccc1OCc1ccccc1 (configuration not stated),-3.1,-8.7,8.3,-10.1,i,-3.1,i,-3.0,3.6
Cc1cc(N)n2nc(-c3ccccc3)cc2n1,-0.8,9.1,-0.5,-6.2,i,-3.3,·,2.2,9.9
O=C(NCC1CCCO1)C(c1ccc(F)cc1)N(Cc1ccc2c(c1)OCO2)C(=O)c1ccc(CN2CCOCC2)o1 (configuration not stated),3.7,11.1,-9.3,-4.8,i,-3.9,i,3.0,0.9
COc1ccc(Oc2c(O)c3ccccc3n(C)c2=O)cc1,1.0,-6.4,-7.0,-7.1,i,7.5,i,4.1,4.1
Cc1nn(C(C)C(=O)NCCCN2CCCCCC2)c(=O)c2c1sc1ccccc12 (configuration not stated),-1.9,11.2,-19.1,-0.8,i,20.6,i,-1.2,0.4
Cc1oc(-c2ccc(Cl)cc2)nc1CS(=O)CC(=O)NC1CCCCCC1 (configuration not stated),-1.6,4.1,3.1,6.2,i,-4.6,i,2.9,-1.0
CCC(=O)N/N=C(\C)CC(=O)Nc1cccc([N+](=O)[O-])c1,-4.4,-5.6,1.9,-2.5,i,-0.5,i,-1.0,2.2
O=C(C[C@H]1CC[C@@H](NC(=O)Cc2cccnc2)[C@@H](CO)O1)NCc1ccc2c(c1)OCO2,·,10.3,·,·,·,·,i,-6.7,2.3
COc1cc(N)c(Cl)cc1C(=O)OC(C)C(=O)Nc1cccc(S(=O)(=O)N2CCOCC2)c1 (configuration not stated),5.5,-14.5,-1.7,-2.0,i,-1.8,i,-3.8,15.8
CCn1c2ccccc2c2cc(NC(=O)C(=O)N3CCOCC3)ccc21,-0.7,5.5,1.3,-3.9,i,-1.7,i,9.2,2.8
CCOC(=O)c1cc2c(C)n(-c3ccc(OCC)cc3)c(C)c2cc(C(=O)OCC)c1=O,-5.1,1.7,10.7,-9.0,i,1.5,i,-10.7,-5.6
O=C1CC(c2cccc(Cl)c2)CC(O)=C1C=Nc1ccccc1 (configuration not stated),1.6,-0.1,-4.4,12.3,i,-3.6,i,6.7,1.3
COc1ccccc1NC(=O)NCC(=O)Nc1c(C)cccc1C,-5.3,-6.3,-0.8,-6.3,i,-1.0,i,0.6,-0.8
CCCC1C(C#N)=C(N)Oc2cc(C)n(C)c(=O)c21 (configuration not stated),1.0,-17.5,-10.4,-0.8,i,-3.1,·,0.3,-10.5
O=C(NC(NC(=S)Nc1c(Cl)cc(Cl)cc1Cl)C(Cl)(Cl)Cl)OCc1ccccc1 (configuration not stated),-3.7,14.1,38.8*,15.5,i,25.8,i,0.4,-24.3
CC1(C)CC(=O)CC(C)(C)N1OC(=O)c1ccco1,-0.9,-8.3,-3.4,-6.2,i,1.2,i,3.5,-9.0
CCOc1ccccc1/C=N/NC(=O)c1nnn(-c2nonc2N)c1CN1CCC(C)CC1,3.0,12.6,-0.3,-6.2,i,13.0,i,7.1,-5.8
CCN(Cc1nc2cc(Cl)ccc2c(=O)[nH]1)C(=O)c1cccc(OCc2c(C)noc2C)c1,0.6,15.5,-15.2,10.2,i,8.1,i,1.4,4.3
Cc1nn(C(=O)CCC(=O)NCCc2ccccc2)c2ccccc12,1.9,12.7,13.6,2.4,i,-5.5,i,-5.6,-2.0
CCOC(=O)n1c(=O)n(Cc2cccc(F)c2)c2ccccc21,1.7,6.1,-0.9,10.9,i,-3.4,i,-8.3,2.6
COc1ccc(CCNC(=O)c2cc(CC(C)C)on2)cc1OC,1.8,14.8,10.1,-2.5,i,-1.3,i,-1.3,1.3
Cc1ccc(N2CCN(S(=O)(=O)N(C)C)CC2)cc1Cl,4.2,-8.0,14.0,-2.1,i,-5.4,i,2.9,10.6
CC(C)(C)C(=O)NNC(=O)c1cnccn1,-2.2,6.2,5.1,-3.3,i,-7.9,i,-2.1,1.2
C=CCNC(=O)c1ccccc1SCc1c(C)noc1C,2.5,5.7,2.9,-6.5,i,-6.2,i,-0.7,1.8

(further entries)
SMILES,Rin1 Abl inh,SKN-1 inh,MLLE-PAM2 inh,FAS-TE inh,Rpn11 block,NadD block,Neddyl block,CSN deneddyl inh,MT1-MMP act inh
COc1ccc(-n2ccnc2SCC(=O)Nc2cc(C)on2)cc1,2.0,10.0,-3.4,-7.2,i,-3.3,i,2.8,1.2
CN(C)CCCNc1ccc(S(N)(=O)=O)cc1[N+](=O)[O-],-5.0,-7.1,11.6,-10.5,i,-5.1,i,-5.1,6.5
CC(C)(CN1CCc2ccccc2C1)NS(=O)(=O)c1ccc(Cl)cc1,-0.1,0.0,23.0,-0.5,i,-4.4,i,3.6,1.3
Cc1ccc([C@H]2C[C@H](O)[C@@H](n3cc(COC(=O)c4ccccc4)nn3)CN2CC2CCCCC2)cc1,-0.2,4.1,-0.6,15.8,i,1.7,i,-1.8,-1.7

A second format for some results above:
Every second line gives: Rin1 Abl inh, SKN-1 inh, MLLE-PAM2 inh, FAS-TE inh, Rpn11 block, NadD block, Neddyl block, CSN deneddyl inh, MT1-MMP act inh
> COc1ccc(-n2ccnc2SCC(=O)Nc2cc(C)on2)cc1
    2.0, 10.0, -3.4, -7.2, i, -3.3, i, 2.8, 1.2
> CN(C)CCCNc1ccc(S(N)(=O)=O)cc1[N+](=O)[O-]
    -5.0, -7.1, 11.6, -10.5, i, -5.1, i, -5.1, 6.5

Source: PubChem
